Mtb RmlCD inh – inhibitors of Mycobacterium tuberculosis RmlC and RmlD coupled enzymes; P9WH09+P9WH11; inhibition, % at 3.6 µM; 160,000 tested, 0.03% active; AID 1533; RmlC+RmlD coupled enzyme assay, percent inhibition; primary screen in compound mixtures; in the data active = inhibition mostly above about 34%, no sharp cut-off; note: some results filed as inactive read as strong as hits
Target sequence (P9WH09 whole entry, looked up): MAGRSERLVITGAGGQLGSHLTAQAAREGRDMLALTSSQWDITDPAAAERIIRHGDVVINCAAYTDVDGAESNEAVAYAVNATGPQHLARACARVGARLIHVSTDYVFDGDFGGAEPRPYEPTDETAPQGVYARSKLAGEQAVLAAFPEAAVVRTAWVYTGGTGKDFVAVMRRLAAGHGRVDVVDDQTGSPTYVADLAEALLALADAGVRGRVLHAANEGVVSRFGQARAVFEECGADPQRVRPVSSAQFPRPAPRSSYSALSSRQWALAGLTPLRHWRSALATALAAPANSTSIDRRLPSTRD
Target sequence (P9WH11 whole entry, looked up): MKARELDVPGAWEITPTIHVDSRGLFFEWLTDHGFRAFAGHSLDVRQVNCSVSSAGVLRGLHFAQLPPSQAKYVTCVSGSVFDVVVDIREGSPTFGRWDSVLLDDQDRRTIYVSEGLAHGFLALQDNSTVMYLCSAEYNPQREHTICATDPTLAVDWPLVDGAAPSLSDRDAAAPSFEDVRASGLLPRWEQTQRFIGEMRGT
GlmU inhibition – inhibition of mycobacterial GlmU enzyme – biochemical, glucosamine-1-phosphate acetyltransferase (AID 1376); M. tuberculosis GlmU acetyltransferase enzyme assay; higher % means a stronger effect; one-dose inhibition, %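 (tested at 30 µM in the primary screen)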; IC50 in µM for titrated hits; 220,000 tested, 0.25% active; in the data active = inhibition above about 13%;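 note: 0% = complete reaction with vehicle and 100% = reaction without substrate; strong numbers were not always called active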
Active calls of the source: *; / = not tested or not shown. This is a subset. The share of hits here may be higher or lower than overall.

SMILES | Mtb RmlCD inh | GlmU inhibition
c1cc(-c2cc3cc(N4CCOCC4)ccc3o2)cs1 | / | 4.2%
CCc1ccccc1N(C(C)=O)c1nc(CCl)cs1 | / | -0.3%
Cn1cc(S(=O)(=O)Nc2ccc(OC(F)(F)F)cc2)c(=O)n(C)c1=O | / | 3.3%
CC1CCCC(C(=O)O)N1C(=O)CCSC(=O)c1ccccc1 (centres undefined) | 8 | 0.6%
CCCC(=O)NC1=C(C#N)C2(CCCCC2)Cc2ccccc21 | 13 | 1.3%
Cc1cc(C)cc(NS(=O)(=O)c2ccc3[nH]cc(C(=O)N4CCc5ccccc54)c(=O)c3c2)c1 | -11 | -1.5%
CC(NC(=O)C12CC3CC(CC(C3)C1)C2)C(=O)N/N=C/C1=C(N2CCOCC2)C(=C\c2cccc([N+](=O)[O-])c2)/CC1 (centres undefined) | 6 | -2.3%
Cc1ccc(N2C(=O)c3ccc(C(=O)O)cc3C2=O)cc1C | -6 | 6.2%
Cn1ncc([N+](=O)[O-])c1C(=O)Nc1ccc(-c2nc3ccccc3o2)cc1 | 1 | 21%
CC(=O)Nc1ccc(C2NC(=O)c3ccccc3O2)cc1 (centres undefined) | -9 | -3.9%
COc1ccc(CN2C(=O)c3ccccc3C2=O)cc1C(=O)OCC(=O)NC1CCCCC1 | / | -0.6%
Cc1ccc(C(=O)n2c(-c3ccccc3)cnc2SCC(=O)Nc2ccccc2)cc1 | / | 6.2%
Cc1ccccc1NC(=S)NC1CCN(Cc2ccccc2)CC1 | / | -6.3%
Cc1ccc(S(=O)(=O)N(C)C)cc1-n1c(SCC(=O)Nc2ccccc2)nc2ccccc2c1=O | 7 | -1.5%
c1ccc2c(c1)nc(N1CCCCCC1)c1ccccc12 | -17 | 2.7%
COc1ccccc1NC(=S)Nc1ccccn1 | 10 | -7.1%
CC(C)Sc1nc(N)c2c3c(sc2n1)CN(C)CC3 | -8 | /
COc1ccc(CCNC(=O)c2cc(C3CC3)on2)cc1OC | / | 1.8%
O=C(CCCN1C(=O)c2ccccc2C1=O)Nc1nncs1 | 17 | -0.5%
O=Cc1ccc(OCC(=O)N2CCOCC2)cc1 | 4 | 5.2%
O=[N+]([O-])c1cc(C(F)(F)F)cc([N+](=O)[O-])c1Sc1n[nH]c(C(F)(F)F)n1 | -11 | 5.6%
O[C@@H]1COC(Nc2ccc(N=Nc3ccccc3)cc2)C[C@@H]1O (some centres undefined) | 8 | -2.2%
CC[C@H]1CN(C)CCc2c([nH]c3ccccc23)C(=O)C[C@@H]1/C(=C\OC)C(=O)OC | / | 0.5%
CCCCn1c(O)c(C(C)=NCCN2CCOCC2)c(=O)[nH]c1=O | -11 | 1.3%
CCOC(=O)c1sc(C)c2c(=O)n(CC(=O)c3ccc(Br)cc3)nnc12 | / | 4.4%

Of the compounds above, these have an aryl methoxy group:
SMILES | Mtb RmlCD inh | GlmU inhibition
COc1ccc(CN2C(=O)c3ccccc3C2=O)cc1C(=O)OCC(=O)NC1CCCCC1 | / | -0.6%
COc1ccccc1NC(=S)Nc1ccccn1 | 10 | -7.1%
COc1ccc(CCNC(=O)c2cc(C3CC3)on2)cc1OC | / | 1.8%

Compound profiles (already shown).
Cn1ncc([N+](=O)[O-])c1C(=O)Nc1ccc(-c2nc3ccccc3o2)cc1 in the list: Mtb RmlCD inh = 1; GlmU inhibition = 21%
O[C@@H]1COC(Nc2ccc(N=Nc3ccccc3)cc2)C[C@@H]1O (some centres undefined) in the list: Mtb RmlCD inh = 8; GlmU inhibition = -2.2%

Continued.
SMILES | Mtb RmlCD inh | GlmU inhibition
O=C1C2C3C=CC(C3)C2C(=O)N1c1nccs1 (centres undefined) | 12 | 1.9%
CN1CC[C@]2(c3cccc(O)c3)Cc3nc4ccccc4cc3C[C@H]2C1 | -7 | -4.4%
Cc1ccc(NC(=O)CSc2nnc(Cc3cccn3C)n2-c2ccc(F)cc2)cc1 | / | 5.7%
CCOC(=O)C1CCCCN1Cc1cn[nH]c1-c1ccc(F)cc1F (centres undefined) | -10 | 1.4%
CCCCOC(=O)c1ccc(NC(=O)c2cnc3n(c2=O)CCS3)cc1 | -2 | 1.5%
O=S(=O)(N/N=C/c1ccc2c(c1)OCCO2)c1ccccc1 | / | 1.0%
O=C1CC(c2cccc(F)c2)c2c(c3ccccc3[nH]c2=O)O1 (centres undefined) | 5 | 1.1%
CN(Cc1cnn(C)c1)Cc1nc(C(c2ccccc2)c2ccccc2)no1 | / | 0.0%
OC(CNCc1ccccc1Cl)C(F)(F)F (centres undefined) | -5 | -1.8%
CN(C)C(=O)c1ccccc1Sc1cc(Cl)ccc1Cl | / | -4.1%
O=c1c([N+](=O)[O-])c(N2CCCCCC2)c2ccccc2n1-c1ccccc1 | 2 | -1.0%
CC1CCc2nc(NC(=O)c3ccc(S(=O)(=O)N4CCCc5ccccc54)cc3)sc2C1 (centres undefined) | 12 | 2.6%
CCN=c1scc(C)n1/N=C/c1cc(Br)c(O)c(OC)c1 | 6 | 2.6%
CCc1nc2sc3c(c2c(=O)n1N)CC(C)(C)OC3 | / | -2.6%
Cc1cccc(NC(=O)CCc2c(C)nc3ncnn3c2C)n1 | -3 | -2.6%
CC(C)Cn1c(-c2ccccc2F)n[nH]c1=S | -6 | 8.8%
COc1ccccc1N1CCN(C(C)C(=O)Nc2ccc(S(=O)(=O)N3CCOCC3)cc2)CC1 (centres undefined) | -9 | 1.7%
Cc1cccc(C(=O)Oc2ccc(/C=N/O)cc2)c1 | / | -2.1%
COc1ccc(CCNC(=O)COc2ccc(S(=O)(=O)N3CCOCC3)cc2)cc1OC | / | 3.6%
Cn1nnnc1SCc1ccc(C(=O)Nc2nccs2)cc1 | -7 | -5.4%
Cc1cccc(Cn2cc(/C=C/[N+](=O)[O-])c3ccccc32)c1 | 7 | -2.9%
Cc1cc(=O)oc2cc(OCC(=O)OCC(=O)NC3CC3)ccc12 | 5 | 2.8%
O=C(Oc1c(Cl)cc(Cl)c2cccnc12)c1ccco1 | / | 11%
Cc1ccccc1NC(=O)N1CCN(C/C=C/c2ccccc2)CC1 | -6 | -1.6%
Nc1nnc(Cc2ccc(Cl)c(Cl)c2)s1 | 8 | -3.0%

Single entries from the results shown:
O=C1CC(c2cccc(F)c2)c2c(c3ccccc3[nH]c2=O)O1 (centres undefined) – GlmU inhibition = 1.1%
Cc1cccc(NC(=O)CCc2c(C)nc3ncnn3c2C)n1 – Mtb RmlCD inh = -3
CCN=c1scc(C)n1/N=C/c1cc(Br)c(O)c(OC)c1 – Mtb RmlCD inh = 6

Other compounds
SMILES | Mtb RmlCD inh | GlmU inhibition
COc1cccc(-c2nnc(SCC(=O)Nc3cc(C)on3)o2)c1 | -1 | -0.1%
O=c1cc(-c2ccccc2Cl)oc2c(NS(=O)(=O)c3cc(Cl)cc(Cl)c3O)ccc(O)c12 | / | -0.6%
CCSc1nc2ccccc2n1Cc1cccc([N+](=O)[O-])c1 | -3 | -2.4%
COCc1ccc(C(=O)N2CCCC(C(=O)c3cc(F)ccc3F)C2)s1 (centres undefined) | / | 5.9%
Cc1ccccc1-c1cc(=O)c2c(O)cccc2o1 | / | -2.7%
O=C(NCC1CCCO1)c1c(O)c2ccccc2[nH]c1=O (centres undefined) | 6 | -0.1%
CC(=O)N1CCN(c2nc(C)nc3sc4c(c23)CCC(C)C4)CC1 (centres undefined) | -2 | -6.8%
COc1ccc2c3c(c(=O)oc2c1OCC(=O)O)CCCC3 | -4 | -1.4%
CCOc1cc(/C=N/NC(=O)c2ccc(CN3CCOCC3)cc2)ccc1OC | 27 | -1.0%
COc1cc(/C=C2/SC(=Nc3ccc(O)cc3)NC2=O)ccc1O | 0 | 35%
Cc1ccc(N=CC2=C(O)CC(c3cccc(Cl)c3)CC2=O)cc1 (centres undefined) | / | -0.9%
Cc1cc(NC(=O)CCl)on1 | -13 | -3.3%
C=CCOC(=O)C1C(=O)CC(C)(O)C(C(=O)OCC=C)C1c1ccc(N(C)C)cc1 (centres undefined) | 8 | 1.5%
CN(C)c1ccc(C(c2nnnn2CCOC(=O)Nc2ccc(Cl)cc2)N2CCOCC2)cc1 (centres undefined) | 0 | -3.6%
CC(NC(=O)CCCOc1ccc(Cl)cc1)c1ccccc1 (centres undefined) | -9 | 4.8%
ClCc1nnc(-c2cc3c(s2)CCCC3)o1 | -9 | -5.0%
CCNc1nc(NCC)nc(N(CC)C(N)=S)n1 | -10 | 5.5%
O=C(O)CCC(=O)NCc1ccc(C(=O)O)cc1 | / | 1.1%
COc1ccc(OCCSc2nc(N)cc(=O)[nH]2)cc1 | 6 | -4.8%
COC(=O)c1cc(Br)c(=O)n(CCc2ccc(F)cc2)c1 | -9 | 0.7%
COc1ccc(NC(=O)C2Cc3ccccc3CN2C(=O)c2ccccc2)cn1 (centres undefined) | -12 | 0.2%
CCOc1ccc(S(=O)(=O)NNC(=S)Nc2ccc(Br)cc2)cc1 | -7 | 0.8%
COc1ccc(-c2nn(-c3ccccc3)cc2CNC(C)Cn2cncn2)c(F)c1 (centres undefined) | -2 | 0.2%
CCCNC(=O)c1ccccc1NC(=O)c1ccccc1N(C)S(=O)(=O)c1ccc(C)cc1 | -7 | -2.4%
Cn1nccc1C(=O)NCCN1C(=O)OC(C)(C)C1(C)O (centres undefined) | 0 | 1.6%
SMILES | Mtb RmlCD inh | GlmU inhibition
CS/C(=C/[N+](=O)[O-])Nc1cccc2c1C(C)CC2(C)C (centres undefined) | -4 | 0.6%
O=C(NNc1nc2ccccc2o1)c1ccccc1 | 2 | -1.1%
COc1ccc(NCc2nnc(SCC(=O)c3ccc(C)cc3)o2)cc1 | -2 | 0.0%
CCC(CC)C(=O)Nc1ccc(C(=O)c2ccccc2)cc1 | 8 | -4.9%
O=C(CN1C(=O)C2CC=CCC2C1=O)NCc1cccs1 (centres undefined) | 2 | 8.4%
C=CCNc1oc(-c2ccc(OCC)cc2)nc1C#N | -6 | 1.8%
CC(=O)Nc1ccc(NS(=O)(=O)c2ccc(-c3csc(C)n3)s2)cc1 | 5 | -0.7%
CCc1ccc(NC(=O)Nc2ccc3c(c2)N(C)C(=O)CS3)cc1 | -11 | -1.0%
Cc1nn(-c2ccccc2)c2c1C(c1ccccc1)C(C#N)=C(N)O2 (centres undefined) | 12 | 5.4%
COc1ccc(/C=C/C(=O)Nc2ccc3nc4n(c(=O)c3c2)CCCC4)cc1OC | -6 | -0.8%
C=C(C)Cn1c(CCCNC(=O)CC)nc2ccccc21 | / | -4.1%
COc1ccc(OC)c(NC(=O)c2c(NC(=O)c3ccco3)sc3c2CCC3)c1 | -5 | -0.7%
COc1ccc(-n2c(Cc3cccn3C)nnc2SCC(=O)Nc2cccc(OC)c2)cc1 | / | -0.7%
CCC(Sc1nc2ccccc2c(=O)[nH]1)C(=O)Nc1ccc(C(C)=O)cc1 (centres undefined) | 6 | 4.3%
Cc1[nH]c2ccccc2c1/C=N/Nc1ccccc1[N+](=O)[O-] | -5 | -6.5%
COCc1cc(C)nc(SC)c1C#N | 4 | 5.2%
CCN(CC(=O)NC(C)(C)C)C(=O)c1ccc2c(c1)S(=O)(=O)c1ccccc1C2=O | 4 | -2.4%
CC(C)[C@@H](CO)NC(=O)c1ccc2c3n(nc2c1)-c1ccccc1CO3 | / | -4.0%
N#CC1=C(N)Oc2c(oc(CO)cc2=O)C1c1ccccc1[N+](=O)[O-] (centres undefined) | 23 | 2.2%
Cc1ccc(C(=O)Nc2sc(C)c(-c3ccccc3)c2C(N)=O)cc1[N+](=O)[O-] | 5 | -0.6%
CC(=O)c1c(C)[nH]c(C(=O)Nc2ccccc2N2CCOCC2)c1C | / | -2.6%
CC(C)C[C@H](NC(=O)c1[nH]cnc1C(=O)N[C@H](C)c1ccccc1)C(=O)OC(C)(C)C | / | -3.4%
Cc1ccc(N(CCC#N)C(=O)CSc2ccc3c(c2)OCCO3)cc1 | 8 | -3.6%
CCCC(=O)c1ccc(-c2ccccc2)cc1 | / | -4.3%
CCOc1cc(NC(=S)Nc2cccc(OC)c2)c(OCC)cc1NC(=O)c1ccc(C)cc1 | 3 | 1.0%
SMILES | Mtb RmlCD inh | GlmU inhibition
CC(=O)Nc1ccc(S(=O)(=O)NC2(C(F)(F)F)NC(=O)N(c3ccc(Cl)cc3)C2=O)cc1 (centres undefined) | 23 | 7.7%
COc1c(Cl)cc(Cl)cc1C(=O)Nc1ccccc1N1CCN(C(C)=O)CC1 | / | -0.7%
Cc1ccc(NC2=NC(c3ccccc3)n3c(nc(C)cc3=O)N2)c(C)c1 (centres undefined) | 2 | 7.0%
CCOC(=O)N1CCN(C(=O)CCc2c(C)nc3nc(C)nn3c2C)CC1 | 6 | -0.6%
CCOc1ccc(CN2CCN(S(=O)(=O)c3ccc(NC(C)=O)cc3)CC2)cc1OC | / | 1.1%
Cc1c(NC(=O)c2ccc(F)cc2)c(=O)n(-c2ccccc2)n1C | 3 | -0.6%
CCN=C1S/C(=C\c2ccc(N3CCOCC3)cc2C)C(=O)N1CC | 4 | -1.3%
CC1CCc2nn(CC(=O)NCCC3=CCCCC3)cc2C1 (centres undefined) | -5 | -0.2%
COc1ccc(Br)cc1S(=O)(=O)N1CCOCC1 | -87 | -4.6%
COc1ccc2oc(=O)c(C(=O)Nc3cccc(C)c3)cc2c1 | 18 | 3.2%
O=C(/C=C/c1cccc(Cl)c1)NCc1ccccc1 | 7 | 1.6%
Cc1c(Cl)c([N+](=O)[O-])nn1Cc1ccc(C(=O)NN)o1 | -12 | -3.3%

In the list so far, 2 contain a tert-butyl group.
SMILES | Mtb RmlCD inh | GlmU inhibition
CCN(CC(=O)NC(C)(C)C)C(=O)c1ccc2c(c1)S(=O)(=O)c1ccccc1C2=O | 4 | -2.4%
CC(C)C[C@H](NC(=O)c1[nH]cnc1C(=O)N[C@H](C)c1ccccc1)C(=O)OC(C)(C)C | / | -3.4%
